Screening results (PubChem)
TGFb inhibitor: qHTS for Inhibitors of TGF-b; HepG2 CAGA-GFP TGF-b/SMAD3 reporter, GFP fluorescence, 18 h; TGF-beta stimulated, 500 pg/mL final; Potency, µM (top dose mostly 46.1 µM), inactives show top-dose activity, negative = inhibition, actives largely listed as inhibitors; actives 1.2% (n = 410,000); AID 588855, 2011; further: on the % scale 0 is the no-effect control and ±100 the full control effect; nearly all actives have a fitted effect of over 65% in size
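HEPG2 CAGA-GFP, 1000 cells/well; 2 h settle, 37 C; cpd via pin tool; TGF-b 500 pg/mL final; 18 h, 37 C; GFP imaging ex488/em500-530; %Activity normalised to -TGF-b and +DMSO controls; CRC fit, curve class.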
ATXN2 expr inh: Primary qHTS for Inhibitors of ATXN expression | AID 1745845, 2022 | Potency, µM (titrated, usually from 57 µM), without a hit: at the highest dose activity change, negative = inhibition, most hits filed as inhibitors | actives 0.72% (n = 360,000) | HEK-293 ATXN2-luciferase reporter, luminescence, 24 h; further: on the % scale 0 is the no-effect control and ±100 the full control effect; nearly all actives have a fitted effect of over 55% in size
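qHTS (up to 57 uM final) was run with 24 h compound exposure of reporter cells at 37 °C. Each well was multiplexed: SteadyGlo luminescence measured ATXN2-luciferase expression after a fluorogenic Gly-Phe-AFC viability readout (25 uM final).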
MCF10A rereplic: A quantitative high throughput screen for small molecules that induce DNA re-replication in MCF 10a normal breast cells; MCF 10A DNA re-replication, Hoechst nuclear intensity, 48 h; Potency, µM (titrated, usually from 46.1 µM), for the others: at the highest dose activity, positive = re-replication, hits mostly activators; actives 2.9% (n = 350,000); AID 624296, 2012; further: % of control where 0% means no effect; nearly all actives have a fitted effect of over 50% in size
HepG2 viability: qHTS for Inhibitors of TGF-b: Cytotox Counterscreen; HepG2 CAGA-GFP viability, ATP luminescence, 18 h; actives 0.76% (n = 410,000); Potency, µM (series often up to 46.1 µM), for the others: top-dose activity change, negative = cytotoxicity, usual class: cytotoxic; further: some results filed as inactive show a strong effect at the top dose
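CellTiter-Glo luminescence gave cytotoxicity after 18 hours at 37 degrees C. The cells were HepG2 CAGA-GFP in 1% FBS DMEM, stimulated with 500 pg/mL TGF-beta after compound addition. %Activity was normalised to no-cell wells (complete cell-killing) and DMSO (no toxicity), and curves were fitted and classified.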
Nrf2 ARE act: qHTS of Nrf2 Activators | Potency, µM (highest dose often 46.1 µM), for inactives: at the highest dose activation, usual class: activators | actives 0.31% (n = 410,000) | AREc32 ARE-luciferase reporter (MCF7-derived line), luminescence, 24 h; further: % of control where 0% means no effect; nearly all actives have a fitted effect of over 65% in size
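Reporter line AREc32 (ARE-Fluc), seeded overnight in OPTI-MEM with 5% FBS; compound pin-transferred, 24 hr at 37 deg C, 5% CO2; luminescent read-out.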
EPAC2 antag: qHTS for Antagonist of cAMP-regulated guanine nucleotide exchange factor 2 (EPAC2): primary screen; Rap guanine nucleotide exchange factor 4 (Homo sapiens), Q8WZA2; EPAC2 GEF exchange of Rap1B-BODIPY-GDP, fluorescence; Potency, µM (titrated, usually from 114 µM), for the others: at the top dose activity, negative = inhibition, most hits filed as inhibitors; actives 0.18% (n = 360,000); further: on the % scale 0 is the no-effect control and ±100 the full control effect; nearly all actives have a fitted effect of over 45% in size; many of its hits are not listed in these tables
Target sequence (Q8WZA2 whole entry, looked up): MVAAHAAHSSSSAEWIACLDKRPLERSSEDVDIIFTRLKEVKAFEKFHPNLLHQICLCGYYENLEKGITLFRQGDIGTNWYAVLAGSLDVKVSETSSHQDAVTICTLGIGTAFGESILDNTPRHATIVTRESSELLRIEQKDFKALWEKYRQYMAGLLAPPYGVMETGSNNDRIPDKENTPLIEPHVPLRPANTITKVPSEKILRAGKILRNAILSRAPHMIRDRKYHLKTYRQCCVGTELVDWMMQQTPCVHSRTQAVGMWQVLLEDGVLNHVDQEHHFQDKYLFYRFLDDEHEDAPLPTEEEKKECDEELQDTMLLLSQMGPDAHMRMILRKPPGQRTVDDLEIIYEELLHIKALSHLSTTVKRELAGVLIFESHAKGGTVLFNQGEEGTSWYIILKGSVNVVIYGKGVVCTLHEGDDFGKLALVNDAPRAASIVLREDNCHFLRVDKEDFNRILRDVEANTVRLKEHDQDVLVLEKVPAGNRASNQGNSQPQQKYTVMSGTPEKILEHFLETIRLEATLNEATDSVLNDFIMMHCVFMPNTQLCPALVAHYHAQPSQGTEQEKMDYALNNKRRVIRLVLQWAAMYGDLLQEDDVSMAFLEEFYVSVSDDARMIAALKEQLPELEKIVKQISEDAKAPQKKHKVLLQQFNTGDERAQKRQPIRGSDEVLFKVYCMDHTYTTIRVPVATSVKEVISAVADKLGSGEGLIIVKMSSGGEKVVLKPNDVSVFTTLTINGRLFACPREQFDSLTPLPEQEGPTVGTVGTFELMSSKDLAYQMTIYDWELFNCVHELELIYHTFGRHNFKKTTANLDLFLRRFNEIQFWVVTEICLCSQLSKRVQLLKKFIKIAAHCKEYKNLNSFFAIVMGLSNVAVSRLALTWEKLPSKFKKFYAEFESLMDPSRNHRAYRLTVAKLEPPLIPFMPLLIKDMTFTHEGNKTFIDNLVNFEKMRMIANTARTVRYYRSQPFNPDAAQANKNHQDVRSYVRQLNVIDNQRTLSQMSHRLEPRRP
A549 viability: Nrf2 qHTS screen for inhibitors: counterscreen for cytotoxicity; Potency, µM (series often up to 46 µM), without a hit: top-dose activity change, negative = cytotoxicity, actives largely listed as inhibitors; A549 ARE-Fluc cells, CellTiter-Fluor viability, 18-24 h; actives 0.16% (n = 390,000); further: on the % scale 0 is the no-effect control and ±100 the full control effect
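Cytotoxicity counterscreen: CellTiter-Fluor fluorescence was measured in A549 ARE_Fluc cells after 18-24 h of compound exposure in a concentration series. The subsequent BugLite luminescent read reports ARE-luciferase activity.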
ATXN viability: Viability Counterscreen for Primary qHTS for Inhibitors of ATXN expression. Potency, µM (series often up to 56.7 µM), hits mostly cytotoxic. actives 0.49% (n = 400,000). S2 cells (HEK-293 line with an ATXN2-luciferase reporter) viability, CellTiter-Fluor protease fluorescence, 24 h; further: nearly all actives have a fitted effect of over 40% in size
Nrf2 block: Nrf2 qHTS screen for inhibitors. AID 504444, 2011. Potency, µM (doses to about 46 µM), for inactives: top-dose activity change, negative = inhibition, usual class: inhibitors. actives 2.1% (n = 360,000). A549 ARE-Fluc reporter, luciferase luminescence, 18-24 h; further: on the % scale 0 is the no-effect control and ±100 the full control effect; nearly all actives have a fitted effect of over 60% in size
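Quantitative HTS in A549 cells stably bearing an antioxidant response element-firefly luciferase construct. Inhibition of Nrf2-driven transcription was scored by luminescence after 18-24 h of compound exposure at 37 °C.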
* marks the source's active call; other numbers are inactive results; i = inactive; ? = inconclusive; . = not tested or not shown; & = joins results of further samples; [ ] = another dose, or the depositor's remark. The call rests on the fitted dose curve; in most records, active means well fitted curve in the direction sought with a large enough effect; inconclusive means small, poorly fitted or top-dose-only effect, or another doubt; inactive means no such curve, though single readings can be large; an effect the other way counts as inactive or inconclusive. Potency means the concentration at half of the fitted maximal effect. Only part of the results is shown; rates above refer to the full screens.

SMILES	TGFb inhibitor	ATXN2 expr inh	MCF10A rereplic	HepG2 viability	Nrf2 ARE act	EPAC2 antag	A549 viability	ATXN viability	Nrf2 block
CC(=O)c1cccc(NC(=O)CN2C(=O)CN(C)C(=O)c3ccccc32)c1	-5.9%	1.8%	.	-6.0%	0.1%	.	6.7%	i	.
CC#CC(=O)N1CCC(Oc2cccc(C(=O)NCc3ccccn3)c2)CC1	-14.8%	3.0%	-1.1%	2.8%	3.7%	3.7%	0.6%	i	18.3%
CCN(CC)C(=O)CN1C(=O)COCC1=O	0.8%	7.9%	-1.5%	7.4%	-0.1%	13.5%	16.7%	i	5.4%
CC(OC(=O)c1ncc(Cl)c(Cl)c1Cl)C(=O)NC1CCCCC1C (centres undefined)	-0.6%	-3.1%	0.1%	23.4%	-0.5%	-5.2%	1.5%	i	-8.5%
C[C@H](NC(=O)c1nc[nH]c1C(=O)N[C@@H](Cc1ccccc1)C(=O)OC(C)(C)C)C(=O)OC(C)(C)C	?	?	?	15.8µM*	-2.1%	-19.5%	-24.5%	.	?
CCN(CC)S(=O)(=O)c1ccc(NC(=O)CSc2ncnc3ccccc23)cc1	10.7%	1.6%	?	-1.0%	-0.5%	-2.5%	0.2%	i	?
O=C(CN(C(=O)CSc1nnc(COc2ccccc2)o1)c1ccc(F)cc1)NC1CCCCC1	-13.6%	0.8%	-2.4%	-2.5%	0.1%	0.9%	-6.8%	i	-22.6%
COc1ccc(C2=NOC(C(=O)NCc3cccnc3)C2)cc1OC (centres undefined)	-11.8%	1.9%	?	-1.7%	-0.9%	-1.3%	-0.5%	i	-30.1%
COC(=O)CN1C(=O)CSc2ccc(S(=O)(=O)Nc3ccc(C(C)=O)cc3)cc21	-20.1%	.	.	-19.5%	-0.4%	.	0.0%	.	.
Cn1ncc(C(=O)Nc2ccc(Cl)cc2)c1C(F)(F)F	17.2%	-0.5%	-2.6%	36.9%	1.5%	-4.8%	9.9%	i	-16.5%
C=C(C)C(=O)OCC(=O)NCc1ccccc1	-1.8%	-0.7%	2.3%	-4.4%	3.1%	4.0%	-0.7%	i	-7.0%
Cc1ccccc1-c1cnc(C(O)c2ccc(F)cc2C)[nH]1 (centres undefined)	-0.5%	8.2%	.	-8.1%	-1.0%	-1.4%	.	i	.
CCOC(=O)c1noc2ncn(CC(=O)O)c(=O)c12	5.6%	11.0%	.	-8.0%	4.2%	.	8.2%	i	-0.7%[9.27 µM]
CCC1Oc2ccc(C)cc2N(CC(=O)N2CCN(c3ccccc3OC)CC2)C1=O (centres undefined)	?	.	.	-35.5%	0.8%	.	-16.1%	.	.
COc1ccccc1CCNC(=O)CSc1ccc(-c2cccs2)nn1	-9.5%	1.5%	-1.4%	-0.8%	4.3%	-16.2%	-0.2%	i	-35.9%
COC(=O)CN1C(=O)C(C)(C)c2cc(S(=O)(=O)Nc3ccc(Br)cc3F)ccc21	-4.8%	.	.	-21.1%	0.4%	.	6.3%	.	.
CC1CCN(c2cc(C#N)c(C#N)cc2[N+](=O)[O-])CC1	-4.4%	5.8%	11.7%	-1.8%	0.2%	12.1%	-3.3%	i	6.5%
Cc1ccc(C)c(N2CCN(S(=O)(=O)c3csc(C(N)=O)c3)CC2)c1	?	-14.1%	-1.7%	-9.6%&-28.0%	-0.3%&-0.5%	-28.1%	-5.8%&-0.8%	i	?
Cc1cc(Br)ccc1NC(=O)c1sc2ncnc(N3CCN(c4ccccn4)CC3)c2c1C	5.5%	-27.7%	7.31µM*	2.5%	-0.3%	-4.2%	-12.0%	i	-24.9%
CNC(=O)OCc1cocc1COC(=O)NC	.	10.7%	.	.	-0.6%	4.4%	.	i	.
CC(C)C[C@@H]1O[C@H](CCc2ccccc2)Cc2[nH]c(=S)[nH]c(=O)c21	.	-13.6%	.	.	0.1%	-6.2%	.	?	.
O=C(CCC(F)(F)F)N1CCC(CO)(CCc2ccccc2)CC1	-10.1%	.	3.2%	-26.0%	-0.5%	-2.3%	1.3%	i	16.1%
Cc1nn(-c2cc(C)c3ccccc3n2)c2c1CCC2	-1.1%	25.3%	-1.5%	-0.1%	-0.9%	-19.1%[57.1 µM]	0.9%	i	?
CCOC(=O)c1ccc(NC(=S)N2CCN(CCN=CC3=C(O)CC(c4ccccc4)CC3=O)CC2)cc1 (centres undefined)	-11.3%	.	2.4%	-9.8%	4.8%	?	-3.3%	?	-0.9%
COc1cc2ccccc2cc1C(=O)Nc1ccc2oc(-c3cc(Br)ccc3Cl)nc2c1	-10.9%	-2.4%	.	19.0%	0.0%	.	0.8%	i	-8.2%
CCC1CCCCN1Cc1c(O)ccc2c(=O)c(-c3ccccc3OC)coc12 (centres undefined)	-23.0%	.	-6.4%	2.5%	0.0%	-1.7%	-1.5%	i	-3.1%
O=C(NCc1ccc(Cl)cc1)C1C2C=CC3(CN(Cc4cccnc4)C(=O)C13)O2 (centres undefined)	3.7%	-1.9%	1.6%	12.2%	-0.7%	-2.8%	3.6%	i	-4.8%
COCCn1c(N)c(N(Cc2ccccc2)C(=O)c2ccc(-c3ccc(Cl)cc3)o2)c(=O)[nH]c1=O	-4.5%	-17.6%	2.6%	-28.5%	1.6%	-3.3%	-15.2%	i	0.3%
CCOC(=O)c1c(NC(=O)CSc2cn(CCNC(=O)c3cccc(C(F)(F)F)c3)c3ccccc23)sc2c1CCC2	-0.2%	7.8%	.	12.7%	0.1%	.	-4.0%	i	-12.4%
CC(C)(C)Sc1ccc(/C=N/O)cc1[N+](=O)[O-]	-2.4%	-13.6%	4.0%	-2.5%	1.7%	?	4.0%	i	?

An excerpt taken from the entries so far, for reference:
SMILES	TGFb inhibitor	ATXN2 expr inh	MCF10A rereplic	HepG2 viability	Nrf2 ARE act	EPAC2 antag	A549 viability	ATXN viability	Nrf2 block
COC(=O)CN1C(=O)C(C)(C)c2cc(S(=O)(=O)Nc3ccc(Br)cc3F)ccc21	-4.8%	.	.	-21.1%	0.4%	.	6.3%	.	.
CC1CCN(c2cc(C#N)c(C#N)cc2[N+](=O)[O-])CC1	-4.4%	5.8%	11.7%	-1.8%	0.2%	12.1%	-3.3%	i	6.5%

(more compounds)
SMILES	TGFb inhibitor	ATXN2 expr inh	MCF10A rereplic	HepG2 viability	Nrf2 ARE act	EPAC2 antag	A549 viability	ATXN viability	Nrf2 block
COc1ccc(C(=O)OCC(=O)C(C)(C)C)cc1S(=O)(=O)N(C)CCc1cccnc1	8.9%	-7.7%	10.3%	1.8%	0.6%	5.6%	2.7%	i	-20.9%
CCOC(=O)Cn1cnc2scc(-c3ccc(C)c(C)c3)c2c1=O	-8.6%	-0.3%	-5.2%	-2.7%	0.3%[9.22 µM]	-16.6%	1.1%	i	2.8%
Cc1cc2oc(C(=O)NC3CCS(=O)(=O)C3)cc(=O)c2cc1C (centres undefined)	0.9%	-4.5%	0.5%	10.7%	-0.6%	2.4%	-2.0%	i	-18.0%
Cc1cc(Nc2cccc(C(F)(F)F)c2)nc2ccc(NC(=O)c3ccc(=O)[nH]c3)cc12	-3.2%	-12.6%	.	-21.6%	-0.6%	.	-1.2%	i	-16.1%
COc1ccc(CCNC(=O)C2(c3cccs3)CCOCC2)cc1	5.5%	-6.5%	.	-0.3%	0.3%	.	16.1%	i	.
O=C(Nc1cccc2oc(=O)ccc12)c1ccc([N+](=O)[O-])cc1[N+](=O)[O-]	-2.2%	-10.5%	-1.3%	-17.3%	-1.3%	0.2%	-5.4%	i	-12.8%
Cc1ccc(-c2nnc(-c3ccc(NC(=O)Cc4cccs4)cc3)o2)cc1	-25.6%	?	-0.7%	-36.7%	0.1%	-12.0%	13µM*	?	9.2µM*
CCOc1cccc2cc(-c3csc(NC(=O)CCC(=O)NCCN4CCCCC4C)n3)c(=O)oc12 (centres undefined)	-27.7%	66.7%[activator]	9.1%	-31.6%	3.8%	-1.2%	-0.3%	.	?
Cc1ccc(Cn2cc(C(=O)c3ccc(F)cc3)c(=O)c3cc4c(cc32)OCO4)cc1	11.1%	-21.2%	.	-11.0%	0.0%	.	-2.1%	?	?
Cc1ccc(OCc2ccc(C(=O)Nc3c(C)nn(Cc4c(F)c(F)c(F)c(F)c4F)c3C)o2)c([N+](=O)[O-])c1	?	-24.3%	18.2%	-5.1%	2.6%	-1.3%	-28.8%	?	8.2µM*
CCOC(=O)C(C)Sc1ccc2nnc(CCNS(=O)(=O)c3ccc(C)cc3)n2n1 (centres undefined)	?	-5.9%	8.9%	-25.8%&2.0%	0.0%&-1.1%	2.9%	1.6%&6.3%	i	?
O=C(CCN1CCN(c2ccccn2)CC1)Nc1ccc(F)cc1	25.1%	18.2%	0.0%	2.0%	3.6%	9.1%	-3.1%	i	.
CCOC(=O)Nc1ccc2c(c1)N(C(=O)CCN(C)C)c1ccccc1S2	?	8.7%	?	-57.2%	?	-1.8%	.	i	-3.5%
Cc1nn(C)c(C)c1C(C)NC(=O)c1cc(COc2ccc(F)c(F)c2)on1 (centres undefined)	-0.4%	16.2%	9.3%	-3.9%	0.3%	3.7%	-10.2%	i	8.8%
O=C(Cc1ccccc1)NCC(=O)N1CCN(c2ccc(F)cc2)CC1	19.5%	.	.	17.3%	0.1%	-19.5%	.	i	.
CC(C)(C)c1ccc(C(=O)N2CCN(C(=O)c3ccco3)CC2)cc1	-12.2%	9.2%	4.9%	-6.3%	-0.2%	10.8%	-2.8%	i	-12.0%
CCNC(=O)c1ccc2c(c1)S(=O)(=O)c1ccccc1C2=O	-10.9%	-1.7%	8.3%	0.5%	-0.3%	-0.3%	-0.1%	i	-0.5%
CC(=O)N1N=C(C)CC1c1ccc(OCc2ccccc2)cc1 (centres undefined)	-6.9%	4.8%	1.1%	-29.2%	0.4%	0.4%	10.2%	i	-1.9%
O=c1sc2ccccc2n1COc1ccccc1	-29.6%	-4.7%	13.1%	-0.2%	5.6%	-8.4%	5.2%	i	7.6%
O=C(COc1ccc2ccccc2c1)N1CCN(C(=O)c2ccc([N+](=O)[O-])cc2)CC1	-6.5%	-10.5%[11.3 µM]	0.3%	8.4%	0.2%	4.2%	7.2%	i	0.1%
